Assay outcomes: PubChem BioAssay, Sanford-Burnham Center for Chemical Genomics
SENP7 block – SENP7 protease inhibition; inhibition, % at 5 µM; Q9BQF6; hit rate 1.5% among 330,000; recombinant SENP7, Z-RLRGG-aminoluciferin luminescence, 40 min; AID 434973;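 active = inhibition above about 50% at the single test dose, limit read from the data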;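 also: plate controls were DMSO with enzyme for no effect and no enzyme buffer wells for full effect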
SENP8 block-1 – SENP8 (human) protease inhibition; Q96LD8; recombinant SENP8, Nedd8 substrate fluorescence; inhibition, % at 20 µM; hit rate 0.64% among 360,000; AID 602440; in the data active = inhibition mostly above about 40%, no sharp cut-off; inactive = mostly below about 27%
Target sequence (Q96LD8 whole entry, looked up): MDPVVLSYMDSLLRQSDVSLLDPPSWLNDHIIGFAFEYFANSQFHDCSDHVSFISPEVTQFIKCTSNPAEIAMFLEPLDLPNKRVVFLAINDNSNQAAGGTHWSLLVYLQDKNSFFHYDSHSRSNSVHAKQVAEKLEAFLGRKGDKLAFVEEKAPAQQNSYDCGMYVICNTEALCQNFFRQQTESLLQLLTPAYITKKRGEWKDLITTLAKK
PfGluPho inh – PfG6PD (Plasmodium falciparum) enzyme inhibition | PfGluPho enzyme, NADPH resazurin-diaphorase fluorescence | inhibition, % at 20 µM | hit rate 0.78% among 350,000;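 active = inhibition reaching at least a set limit at 20 µM in the primary screen, cut at about 59% in these data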;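 also: 0% = DMSO wells with substrate and 100% = DMSO wells lacking glucose-6-phosphate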
SENP8 block-2 – blocks the human protease SENP8; Q96LD8; purified SENP8, Z-RLRGG-aminoluciferin cleavage, luminescence; inhibition, % at 10 µM; hit rate 1.2% among 330,000; AID 2540; in the data active = inhibition above about 50%
SENP6 block – inhibitors of human SENP6 protease; Q9GZR1; hit rate 1.8% among 330,000; Recombinant SENP6 catalytic domain, aminoluciferin luminescence; inhibition, % at 10 µM;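 active = inhibition above about 50% at the single tested dose, limit read from the data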;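 also: plate controls were DMSO wells with enzyme for no effect and DMSO wells lacking enzyme for full effect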
Target sequence (Q9GZR1 628-1112 limits assumed): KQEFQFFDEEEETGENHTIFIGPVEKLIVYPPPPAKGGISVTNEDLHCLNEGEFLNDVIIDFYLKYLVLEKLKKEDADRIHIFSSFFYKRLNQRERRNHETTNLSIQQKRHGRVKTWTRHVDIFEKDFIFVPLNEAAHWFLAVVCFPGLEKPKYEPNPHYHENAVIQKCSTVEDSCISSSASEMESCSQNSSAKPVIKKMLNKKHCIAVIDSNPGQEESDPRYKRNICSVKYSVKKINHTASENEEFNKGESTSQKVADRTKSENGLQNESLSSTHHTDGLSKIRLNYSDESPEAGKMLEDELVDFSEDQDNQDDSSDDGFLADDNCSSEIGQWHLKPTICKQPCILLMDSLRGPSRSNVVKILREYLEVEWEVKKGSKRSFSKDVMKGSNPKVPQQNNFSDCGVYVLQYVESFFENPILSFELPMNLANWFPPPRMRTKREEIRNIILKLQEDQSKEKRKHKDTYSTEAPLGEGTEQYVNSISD
HKDC1 inh – inhibitors of human hexokinase HKDC1; Q2TB90; inhibition, % at 20 µM; hit rate 0.16% among 340,000; recombinant HKDC1, G6PDH/diaphorase resazurin coupled fluorescence;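 active = inhibition above about 35% when tested at 20 µM, limit read from the data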;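 also: plate controls were DMSO wells with enzyme for no effect and DMSO wells lacking enzyme for full effect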
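Assay system – recombinant HKDC1 (HK5) hexokinase enzyme, produced in-house · Input – HKDC1 at 5 µg/mL · Reagent – glucose plus 1 mM ATP as hexokinase substrates · Timing – 90 min reaction incubation at room temperature, dark · Measured by – G6PDH/diaphorase-coupled fluorescence, 1 mM NADP, 100 µM resazurin, 525/613 nm · Benchmarks – DMSO-enzyme wells negative, buffer-substituted wells positive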
SENP1 inh – inhibitors of human SENP1 SUMO protease catalytic domain. Q9P0U3. hit rate 0.21% among 360,000. recombinant SENP1 catalytic domain, CyPet-SUMO1-YPet FRET cleavage. inhibition, % at 10 µM;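 active = inhibition at least 30% at 10 µM, raw YFP signal under a set limit, fluorescence ratio 0.5 to 1.5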;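 also: 0% = enzyme with DMSO and 100% = no enzyme wells; some results filed as inactive read as strong as hits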
Target sequence (Q9P0U3 419-644 limits assumed): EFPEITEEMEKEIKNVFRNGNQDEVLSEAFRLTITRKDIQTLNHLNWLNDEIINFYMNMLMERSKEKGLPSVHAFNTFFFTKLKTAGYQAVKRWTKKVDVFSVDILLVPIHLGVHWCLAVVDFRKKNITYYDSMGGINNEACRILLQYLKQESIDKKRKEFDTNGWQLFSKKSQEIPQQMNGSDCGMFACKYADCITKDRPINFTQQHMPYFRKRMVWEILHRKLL
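Material – human SENP1 catalytic domain · Input – SENP1 enzyme, 20 pM final · Compound dosing – single concentration of 10 µM compound, 0.5% DMSO final · Timing – enzyme reaction for 50 min at room temperature, dark · Measured by – FRET fluorescence in CFP and YFP emission channels · Control set – no-enzyme wells low, DMSO-plus-enzyme wells high control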
Apaf-1 inh – blocks human Apaf-1 apoptosome activity. O14727. reconstituted apoptosome caspase-3 activity, DEVD-Rh110 fluorescence. inhibition, % at 20 µM. hit rate 0.71% among 330,000; active = inhibition of at least 40% at 20 µM;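 also: plate controls were DMSO wells for no effect and DEVD-CHO caspase inhibitor wells for full effect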
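detection = Rh110 fluorescence intensity | test system = biochemical Apaf-1 apoptosome reconstitution | also added = cytochrome c and DEVD-Rh110 substrate | schedule = 30 min plus 50 min, RT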
* = called active by the depositor; i = inactive; nt = not tested or not shown.

Values run as follows: SENP7 block, SENP8 block-1, PfGluPho inh, SENP8 block-2, SENP6 block, HKDC1 inh, SENP1 inh, Apaf-1 inh
COc1ccc(C(=O)N/N=C/c2ccc(OC)c(CN3CCN(c4ccc(F)cc4)CC3)c2)cc1
  -8, 2, -2, -5, -12, -1, 5, 17
CC(NC(=O)Cn1cc(C(=O)C2CC2)c2ccccc21)c1ccccc1 (stereo not drawn)
  8, 15, 19, 6, -1, 1, 2, 1
Cc1nn(C)c(C)c1S(=O)(=O)N(CC(=O)NCCCN1CCC(C)CC1)c1ccc(C(C)C)cc1
  -13, 8, -7, -1, -8, -4, 2, -8
CC(C)Cn1c(SCC(=O)N2CCCCC2)nc2ccccc2c1=O
  -13, 33, 3, -10, -15, 1, 0, 16
Cc1ccccc1-n1cc(CNC(=O)CC2C(=O)NCCN2C/C=C/c2ccccc2)cn1 (stereo not drawn)
  -3, 16, 9, -2, 6, -6, -5, -8
CC1(C)Cc2cccc(OCC(=O)N3CCN(S(=O)(=O)c4ccc(F)cc4)CC3)c2O1
  -8, 4, -1, -1, -22, -2, 0, 8
Cc1ccc(NS(=O)(=O)c2ccc(-c3coc(C)n3)cc2)c(C)c1
  8, 3, -9, 11, -5, 1, 0, 11
CC(C)c1nnc(NC(=O)C2CCN(C(=O)c3ccco3)CC2)s1
  -4, 2, 12, 4, 2, 4, -1, -4
C/C(CC(=O)Nc1cccc(Cl)c1Cl)=N\NC(=O)c1ccccc1N
  0, -414, 18, -10, -16, -5, -3, 13
COc1ccc(/C=N/NC(=O)c2cccc(NC(C)=O)c2)c(C(=O)O)c1OC
  -8, 4, -19, -1, 11, -7, 1, -2
Cc1cccc(N2CC(C(=O)O)CC2=O)c1C (stereo not drawn)
  6, 20, -3, 4, -20, -7, 0, -24
CCNC(=O)COC(=O)/C=C/c1ccccc1[N+](=O)[O-]
  7, 11, 6, 1, 0, -3, 1, 3
O=C(c1ccc(S(=O)(=O)N2CCCCC2)cc1)N1CCCC(C(F)(F)F)C1 (stereo not drawn)
  -8, 8, -5, -12, -9, -5, 2, 6
COC(=O)c1ccccc1NC(=O)c1cccc(NC(=O)C(C)C)c1
  -2, -12, 0, -16, -11, -7, 2, 3
Cn1c(SCC(=O)c2ccc(-c3ccccc3)cc2)nnc1-c1ccco1
  5, -4, 28, -6, -1, 3, 6, -3
O=C1CC(N2CCN(c3ccccc3Cl)CC2)C(=O)N1c1ccc(F)cc1 (stereo not drawn)
  -4, 14, -1, -8, -18, -8, 2, 7
COc1ccccc1Nc1nc(Cl)nc(Nc2ccccc2OC)n1
  3, 5, 6, 2, -10, -5, 1, 1
Cc1ccc(SCC(=O)NCc2ccccc2C)cc1
  2, 0, 2, 2, -8, -3, 2, 6
CC(=O)NNC(=S)NC(=O)c1ccccc1
  6, 4, -1, 1, 18, 3, 0, 1
CC(C)(C)C(=O)Nc1ccc(Sc2ccc([N+](=O)[O-])cc2)cc1
  -1, 31, 13, 6, 12, 0, 2, 5
CCc1cccc(CC)c1NC(=O)c1cc(CN2C(=O)c3ccccc3C2=O)ccc1OC
  -7, 8, 3, 4, -5, -4, 2, 3
CCOc1ccccc1OC(=O)CN1C(=O)c2ccccc2C1=O
  -3, 22, -19, -4, -2, -3, 2, 3
Cc1cccc(CN2CCN(Cc3ccco3)CC2)c1
  1, 13, 5, 18, 1, -6, -3, 9
CN(C)S(=O)(=O)c1ccc(C(=O)Nc2nnc(-c3ccco3)o2)cc1
  -5, 9, -9, -5, -17, -9, 3, -18
O=C(Nc1ccccc1C(F)(F)F)c1ccsc1
  -13, 17, -1, -7, -6, 0, 3, 9
C#CCNC(=O)C1=C[C@@H](c2csc3ccccc23)C[C@@H](OCc2ccc(CO)cc2)O1
  -6, 16, 5, -4, -16, -2, -2, 10
Cc1ccc(N(C)C(=O)c2ccc(CNc3c(N4CCC(C)CC4)c(=O)c3=O)cc2)cc1
  -9, 28, 3, -2, -15, -6, 0, 4
Cc1ccc(S(=O)(=O)N2CCC(=O)N(C(COCc3cccc(C)c3)Cc3ccccc3)CC2)cc1 (stereo not drawn)
  -20, 15, 12, -9, -20, 5, 3, 23
CC1CCCCC1NC(=O)c1ccc(S(=O)(=O)N2CCCC2)cc1 (stereo not drawn)
  -1, 12, -4, -1, -1, 4, -1, 8
Cc1ccc(C)c2[nH]c(=O)c(CN(CC3CCCO3)S(=O)(=O)c3ccc4c(c3)OCCO4)cc12 (stereo not drawn)
  -10, -254, 5, -5, -21, 14, -2, 6
Nc1nnc(CSCc2ccc(Cl)cc2)s1
  -6, 9, 4, -12, -20, -9, 0, 8
CC[C@]12c3[nH]c4cc(CCC(=O)N(C)C)ccc4c3CCN1C(=O)[C@@H](CC(=O)NCCN1CCOCC1)C[C@@H]2C(=O)N1CCN(C(=O)c2ccco2)CC1
  -1, 14, 0, nt, nt, -3, 3, 25
CCOc1ccccc1OCC(=O)NNC(=S)NC1CCCCC1
  0, 22, -3, -9, -11, -11, 2, -1
COc1ccc(/C=C/C(=O)NC(=S)NNC(=O)c2ccco2)cc1OC
  -10, -60, -19, -10, -2, -19, 1, 18
COc1ccc(-c2c3c(=O)n(C)c(=O)n(C)c3cn2-c2cc(OC)ccc2OC)cc1
  4, i, 8, 8, 1, 1, -5, 10
COc1ccc(CCNC(=O)CSCC(=O)Nc2ccccc2)cc1OC
  -12, 6, -8, -16, -8, -3, 2, -2
COc1cc(NC(=O)c2cc3cccc(OC)c3o2)cc(C(=O)Nc2cccc(C(F)(F)F)c2)c1
  -21, -16, 16, -8, -3, 3, -5, 2
O=C1C2C3C=CC(C3)C2C(=O)N1c1ccccc1 (stereo not drawn)
  6, 20, -4, -6, -1, -9, 0, -10
COC(=O)c1ccccc1NC(=O)c1cc2nc(C3CC3)cc(C(F)(F)F)n2n1
  6, -332, 9, 1, 8, -12, -5, 9
COc1ccc(-c2ncccc2O)cc1
  6, -487, -5, 2, -7, 1, -2, -9
O=C(c1ccccc1Cl)N1CCN(C(=O)C2CCCO2)CC1 (stereo not drawn)
  3, 7, -8, -4, -6, -7, 2, 7
CCC(=O)CCC(=O)c1ccc2ccccc2c1
  -5, -21, -7, -19, 2, -11, 0, 1
CC(CCc1ccc(O)cc1)NCc1ccc(Br)cc1 (stereo not drawn)
  -19, -24, -6, 0, -3, 4, 0, -7
Cc1cc(C)nc(Sc2nc(Nc3ccccc3)nc(Sc3nc(C)cc(C)n3)n2)n1
  -7, 0, 17, -5, -9, -12, 1, -1
O=C(/C=C/c1cnc2ccccc2n1)NC12CC3CC(CC(C3)C1)C2
  -4, 8, 13, -5, -13, 5, 0, 4

Complete entries as entered above:
Cc1nn(C)c(C)c1S(=O)(=O)N(CC(=O)NCCCN1CCC(C)CC1)c1ccc(C(C)C)cc1 is listed as SENP7 block = -13; SENP8 block-1 = 8; PfGluPho inh = -7; SENP8 block-2 = -1; SENP6 block = -8; HKDC1 inh = -4; SENP1 inh = 2; Apaf-1 inh = -8
CC1CCCCC1NC(=O)c1ccc(S(=O)(=O)N2CCCC2)cc1 (stereo not drawn) is listed as SENP7 block = -1; SENP8 block-1 = 12; PfGluPho inh = -4; SENP8 block-2 = -1; SENP6 block = -1; HKDC1 inh = 4; SENP1 inh = -1; Apaf-1 inh = 8

Later entries.
Values run as follows: SENP7 block, SENP8 block-1, PfGluPho inh, SENP8 block-2, SENP6 block, HKDC1 inh, SENP1 inh, Apaf-1 inh
CSc1nc(N)nc2c1ncn2CC(=O)NCc1ccccc1
  4, -28, 2, 2, -4, -5, 1, -11
S=C(Nc1ccccc1Cl)N(CCCN1CCOCC1)Cc1ccccn1
  3, 11, 6, 3, 0, -6, 4, 4
CC(=O)c1c(C)[nH]c(C(=O)OCC(=O)Nc2ccc(Cl)cc2[N+](=O)[O-])c1C
  12, 18, -5, -7, -7, 11, 0, 11
Cc1ccc(S(=O)(=O)N2CCN(S(=O)(=O)c3ccc4c(c3)OCCO4)CC2)cc1
  -5, 24, -5, -1, -6, -8, 1, -11
Cc1ccc(S(=O)(=O)N2[C@@H](c3cccc(Cl)c3)C(C(=O)O)=CC[C@H]2c2ccc(Cl)cc2)cc1
  8, 21, -27, -5, -15, 6, -1, 31
COc1cc(NC(=O)c2ccccc2[N+](=O)[O-])ccc1NC(=O)c1cc2ccccc2o1
  2, 19, 1, -1, -12, 1, 1, 12
N/C(CN1CCCC1=O)=N\OC(=O)c1ccccc1Cl
  -4, 16, 3, -8, -11, -3, 2, -2
CC1CCCCN1CC(=O)c1c[nH]c2ccccc12 (stereo not drawn)
  -2, 10, -4, 5, -18, -1, -21, 6
O=C(Nc1cccc(C(F)(F)F)c1)C(Sc1cccc[n+]1[O-])c1ccccc1 (stereo not drawn)
  8, 18, -1, -1, -6, -19, 1, 5
c1ccc(-c2cc(NCCN3CCCCC3)c3ccccc3n2)cc1
  3, -49, -3, 5, 1, -4, -9, 7
Cc1nc2ccccn2c1C(=O)N/N=C/c1ccc([N+](=O)[O-])o1
  3, 34, 27, 4, 16, 5, -8, 19
Cc1cc(=O)oc2cc(OCC(=O)NCCCn3ccnc3)ccc12
  -5, -142, -8, 6, 20, -4, 0, -2
C[C@@]12CCC=C[C@H]1[C@H](c1ccc3ccccc3c1/C=C/c1ccccc1)N(Cc1ccccc1)C2=O
  2, -118, -2, -2, -6, 1, -2, 12
O=S(=O)(c1cccs1)n1cnc2ccccc21
  -1, 21, -7, 2, -12, -4, 14, 8
CCOC(=O)C1=C(O)C(=O)N(c2ccccc2)C1c1cccc([N+](=O)[O-])c1 (stereo not drawn)
  -1, 40*, 3, 7, -22, -5, -3, -8
COCCCNC(=O)c1cn(C)c(=O)c2cc(OC)c(OC)cc12
  -11, 24, -17, -5, -6, 13, 1, 5
Nc1ncnc2sc3c(c12)CCNC3
  -7, 1, 1, -13, -19, -5, -8, -7
O=S(=O)(/N=C(/c1ccccc1)N1CCCCC1)c1ccccc1
  0, 10, -2, 4, -12, -9, 2, -11
CCOC(=O)CC(=O)CSc1nnc(Cn2c(=O)sc3ccccc32)n1C
  -4, 8, 2, -7, -10, -7, -11, 2

The order is random, and some 3.6% of all compounds hit somewhere here.
